High-throughput results deposited in PubChem BioAssay by several laboratories.
HSF1 inh – HSF1 inhibition; NIH3T3-HGL HSE-luciferase, MG132-induced, luminescence 8 h; hits give low values; 300,000 tested, 0.77% active; activity change, negative = inhibition, % at 7.5 µM (by protocol);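 active = more than half of replicate wells show activity change below -50%, luminescence cut by over half; inconclusive = some wells, but at most half, below -50%; inactive = no replicate well below -50%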;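 also: luciferase reports HSF-1 transcriptional activity via heat shock element; 0% = median of DMSO wells and -100% = zero luminescence signal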
KLF5 inhibitor – inhibitors of KLF5 expression; DLD-1 KLF5 promoter-luciferase reporter, luminescence; inhibition, % at 5 µM; 290,000 tested, 0.23% active; AID 1700;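 active = inhibition above a per-plate limit of that plate's mean compound inhibition plus 3 SD, cut at about 60% in these data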;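 also: 0% = DMSO wells and 100% = LY294002 at 200 µM; higher means less KLF5 promoter-driven luciferase light; inactives centre near -14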
IEC-6 tox – counter-screen for KLF5 inhibitors: cytotoxicity in IEC-6 cells. IEC-6 cytotoxicity, luminescence viability. AID 1825. 290,000 tested, 0.78% active. inhibition, % at 5 µM; in the data active = inhibition above about 22%;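 also: 0% = plate median of test compound wells and 100% = cytotoxic reference compound wells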
HIF activator – HIF pathway transcriptional activation; U2OS HRE-luciferase reporter, luminescence; normalized: DMSO 0%, desferrioxamine 100%; activation, % at 7.5 µM (by protocol); 300,000 tested, 0.32% active;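 active = mean activation of at least 10% of the iron chelator positive control signal, with at least half of replicates also reaching 10%; inconclusive = mean and replicate majority disagree about reaching 10%; inactive = mean and most replicates under 10%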
Platelet DG rel – modulates dense granule release in human platelets; human platelet-rich plasma, SFLLRN dense granule ATP release, luminescence; inhibition, %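 (compounds screened at 7.5 µM in platelet-rich plasma)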; 300,000 tested, 0.22% active; AID 1663;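 active = mean replicate score, as percent of positive control, at or above 50; inconclusive = mean below 50 but at least one replicate at or above 50; inactive = mean and every replicate below 50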
aSyn 5UTR inh – MLPCN primary screen, SNCA 5' untranslated region. alpha-synuclein 5'UTR reporter, inhibitor activity. inhibition, % (tested at 7.5 µM). 300,000 tested, 0.82% active. AID 1813; in the data active = inhibition above about 60%; inconclusive = no clear call, values can overlap the other calls;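 also: H4 neuroglioblastoma cells stably carrying SNCA 5'UTR luciferase fusion; 0% = DMSO wells and 100% = positive control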
HSP90 inh – inhibitors of HSP90 luciferase refolding in rabbit reticulocyte lysate; luciferase refolding luminescence, 3 h; inhibition, % at 5.6 µM; 290,000 tested, 0.91% active;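 active = inhibition above the screen-wide mean plus 3 SD, computed separately per campaign, cut at about 16% in these data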;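 also: 0% = DMSO wells and 100% = 60 µM geldanamycin wells; inhibitors lower the luminescence because luciferase stays unfolded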
HSF-1 act – increases HSF-1 driven luciferase reporter signal; NIH3T3-HGL HSF-1 luciferase reporter, MG132, 8 h; 100% = twice DMSO control signal; activation, % at 9 µM; 300,000 tested, 1.7% active;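 active = mean replicate activation of at least 50% with a set share of replicates each reaching 50%; inconclusive = only one of those two conditions met; inactive = mean below 50% and too few replicates reaching it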;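 also: 0% = median of the neutral control wells and 100% = twice that signal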
SKKanGAS inh – blocks kanamycin growth of S. pyogenes SKKanGAS strain; 300,000 tested, 1.3% active; BacTiter-Glo, 6 h; inhibition, % at 7.5 µM;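 active = mean replicate score, as percent of positive control median, at least 50; inconclusive = mean below 50 but one replicate at or above 50; inactive = mean and every replicate below 50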;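 also: strain carries kanamycin resistance gene driven by streptokinase promoter and grows in 40 µg/ml kanamycin; loss of luminescence reflects streptokinase promoter inhibition or plain growth inhibition; 0% = median of DMSO wells and 100% = positive control at its reference dose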
AI-2 QS modul – Vibrio harveyi AI-2 quorum sensing modulation | Vibrio harveyi JMH597 AI-2 luminescence/OD600 ratio, 9 h; hits give low values; strain lacks LuxN and CqsS sensors; 0 = neutral-control median | activity change, % at 7.5 µM | 300,000 tested, 0.4% active; in the data active = activity change below about -75%, passing the limit was not always enough; inconclusive = no clear call, values can overlap the other calls;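 also: luminescence divided by OD600 gain over 9 h not by final OD600 alone; inactives centre near 13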
An asterisk follows results filed as active; u = inconclusive; x = no result given.

SMILES | HSF1 inh | KLF5 inhibitor | IEC-6 tox | HIF activator | Platelet DG rel | aSyn 5UTR inh | HSP90 inh | HSF-1 act | SKKanGAS inh | AI-2 QS modul
CC(C)c1nnc(NC(=O)c2ccc(S(=O)(=O)N3CCOCC3)cc2)s1 | -1 | -15 | -6 | -0.3 | 28 | -17 | -7 | -11 | -3 | 27
Cc1ccc(Nc2nc(N)nc(CSc3nnc(C)s3)n2)cc1 | 16 | -97 | -10 | 2.7 | -2 | -64 | -5 | 33 | 1 | 3
CN(C(=O)c1c[nH]c(=O)cc1C(F)(F)F)c1ccc(Cl)cc1 | -3 | -21 | 3 | -0.4 | 5 | -1 | 2 | 12 | -1 | 22
COC(=O)Cc1ccc(NC(=S)N2CCCC(CO)C2)cc1 (configuration not stated) | 0 | -61 | -7 | 0.5 | -87 | -9 | 4 | 0 | -3 | 15
O=C1OC(N2C(=O)CC[C@H]2C(=O)NCC2CCCO2)c2ccccc21 (some centres not stated) | -5 | -7 | 1 | -0.3 | 2 | 8 | -1 | 6 | 0 | 18
Cc1cccc2cc3c(NC(=O)C(C)(C)C)nn(CC(C)C)c3nc12 | -10 | -35 | -3 | 1.2 | 8 | 8 | -4 | -3 | 0 | 15
Cc1ccc(N2C(=O)CC(N(O)C3CC(=O)N(c4ccc(C)cc4)C3=O)C2=O)cc1 (configuration not stated) | -1 | -12 | 4 | -0.2 | 0 | 4 | 7 | 0 | -1 | 29
Cn1c(CC(=O)Nc2ccc(Cl)c(Cl)c2)nnc1SCC(=O)NCc1ccccc1 | 22 | 2 | -2 | -0.2 | 8 | 16 | -2 | 25 | 5 | 16
O=C(OCC(=O)N1CCN(c2ccccc2)CC1)c1ccc(O)cc1O | -3 | -14 | 0 | -2.4 | -5 | -11 | -3 | 2 | 16 | 4
CCOc1cccc(-c2c(C(=O)N/N=C(\C)c3cccs3)nnn2-c2nonc2N)c1 | -1 | -8 | -6 | 0.0 | 14 | 38 | -1 | 7 | 17 | -9
O=C(CCC1CCCN(C(=O)COc2ccccc2)C1)N1CCN(c2ccccn2)CC1 (configuration not stated) | -3 | -20 | 3 | -0.3 | 2 | -10 | -2 | -4 | -2 | 25
Cc1ccc(C(O)(C(=O)NNc2ccccn2)c2ccc(C)cc2)cc1 | -5 | -14 | 5 | 0.0 | 2 | 26 | 0 | -5 | 0 | -7
CC(=O)CCc1ccc(OCCCOc2cccc3cccnc23)cc1 | -4 | -31 | 10 | -0.4 | 5 | -42 | 5 | 18 | -7 | 6
COc1cccc(NC(=O)Nc2nnc(N3C(C)CCCC3C)s2)c1 (configuration not stated) | 5 | -27 | -2 | 1.2 | 1 | -44 | -2 | 18 | 26 | 5
CC(C)(C)C1COc2ccccc2N1C(=O)c1ccccc1Cl (configuration not stated) | -1 | -20 | -5 | 0.5 | -11 | 7 | 3 | 0 | 5 | 17
COC(=O)C1=C(SC)N(c2ccccc2)C(c2ccccc2)CC1=O (configuration not stated) | -4 | 1 | 0 | 0.2 | -1 | 18 | 6 | 21 | -6 | 17
CC(C)(C)NC(=O)CSc1ncnc2c1cnn2-c1ccccc1 | 17 | -32 | -2 | 1.9 | 3 | -73 | 1 | 12 | -4 | 4
O=C(c1ccccc1)c1c(-c2ccccc2)[nH]n(-c2ccccc2)c(=O)c1=O | 5 | x | x | -0.4 | -9 | 13 | x | -1 | 11 | 36
Cc1ccc(C)c(S(=O)(=O)Nc2nc3ccc(S(N)(=O)=O)cc3s2)c1 | -4 | -27 | -6 | 0.5 | -2 | -5 | -3 | 18 | 4 | 0
C/C(=N\O)c1cc(Cl)ccc1O | -4 | -21 | -6 | -0.5 | 0 | -7 | -3 | -3 | 1 | -17

Individual results from the list.
`COC(=O)C1=C(SC)N(c2ccccc2)C(c2ccccc2)CC1=O` (configuration not stated) – Platelet DG rel = -1
`C/C(=N\O)c1cc(Cl)ccc1O` – HSP90 inh = -3

Continuation:
SMILES | HSF1 inh | KLF5 inhibitor | IEC-6 tox | HIF activator | Platelet DG rel | aSyn 5UTR inh | HSP90 inh | HSF-1 act | SKKanGAS inh | AI-2 QS modul
C(=N\n1cnnc1)/c1cn(-c2cccs2)nc1-c1ccccc1 | 16 | -89 | -1 | 1.2 | -2 | -43 | -2 | -6 | 5 | 3
O=C(CSc1nnnn1-c1ccc2c(c1)CCC2)Nc1ccc2c(c1)OCCO2 | -1 | -31 | 2 | 0.4 | 8 | -28 | 5 | 5 | -9 | 22
CCOC(=O)NC(CC(=O)O)c1ccc(OCC)cc1 (configuration not stated) | -3 | -21 | -1 | -0.3 | 0 | 14 | -2 | -8 | 1 | -14
O=C(NC(=S)N1CCN(c2nc(-c3ccccc3)cs2)CC1)c1cccnc1 | 6 | -5 | -12 | 1.5 | -1 | 29 | -3 | 3 | 79* | 12
CC(=O)Nc1ccc(S(=O)(=O)N2CCC(C(=O)NC3CCCC3)CC2)cc1 | -1 | -2 | -2 | -0.4 | -12 | -30 | -3 | 9 | 5 | 32
Cc1cc(-c2n[nH]c(=S)n2Cc2ccco2)n(C)n1 | -2 | -8 | -3 | -1.4 | 6 | 1 | -3 | 12 | 9 | -2
FC(F)(F)c1cccc(NC(=S)N2CCCCCC2)c1 | 20 | -16 | 3 | 4.4 | 2 | -37 | 6 | 26 | 1 | 13
CC(=O)NNC1=Nc2ccccc2N(C)C(C)C1 (configuration not stated) | -3 | -2 | -6 | 0.1 | 2 | -8 | -5 | -16 | -5 | 3
COc1ccc(C(=O)/C=C2\Sc3ccccc3N2C)cc1 | 22 | -142 | -2 | 2.6 | 11 | -179 | 0 | 56* | -8 | 17
CCOC(=O)COc1ccccc1C(=O)c1cnn(-c2ccccc2)c1 | 26 | -65 | -3 | 1.9 | 1 | -59 | 0 | 26 | 1 | -2
N#Cc1ccc(/C=C/C(=O)c2ccccc2)cc1 | 17 | -21 | 1 | 4.2 | -5 | -61 | -1 | 18 | -1 | 19
O=c1c2ccccc2sn1-c1ccc(S(=O)(=O)N2CCCC2)cc1 | -2 | -30 | -2 | -0.1 | -8 | -18 | 3 | -11 | 10 | 13
O=C(Cc1cccs1)NNC(=S)NC(=O)c1ccco1 | 8 | 9 | -5 | 0.7 | 14 | -45 | -1 | 3 | u | -84*
CCCn1c(C)cc(C(=O)COc2ccc(-c3nnco3)cc2)c1C | x | -53 | 8 | 0.9 | -4 | -39 | 16* | x | -6 | 13
CC(C)(C)NS(=O)(=O)c1ccc2nc(NC(=O)c3ccc(N4C(=O)CCC4=O)cc3)sc2c1 | -3 | -7 | 1 | -0.1 | 0 | -6 | 0 | -19 | 4 | 10
CCOc1ccc(C(=O)NCC(=O)OCc2cc(C(C)=O)ccc2OC)cc1 | x | -6 | -9 | 0.0 | 14 | 14 | -3 | x | -15 | 3
CC(C)(C)c1ccc(C(=O)NCC(=O)N/N=C/c2ccccc2OCC(=O)O)cc1 | -10 | -9 | -6 | -0.3 | 13 | 1 | -1 | 1 | -2 | 45
Cc1ccn2c(Nc3ccc4c(c3)OCO4)c(-c3ccccn3)nc2c1 | -1 | -49 | -6 | 3.2 | 10 | -50 | -5 | 6 | 97* | 20
CCOC(=O)C1CCN(CC(=O)c2ccc(O)c(C)c2O)CC1 | -2 | -20 | -4 | 0.3 | 6 | -4 | -4 | 5 | 3 | 22
c1nc(N2CCCCCC2)c2[nH]cnc2n1 | -10 | 6 | 1 | 0.2 | -29 | -23 | 0 | -15 | -2 | 7
CC(C)(O)C#Cc1ccc(C(=O)NC2CCCCC2)s1 | 10 | -48 | 0 | 4.7 | 0 | -98 | -4 | 16 | 15 | 29
Cc1ccc(-c2nnn(CC(=O)N(c3ccccc3)C(C(=O)NCC3CCCO3)c3ccc(F)cc3)n2)o1 (configuration not stated) | -1 | -27 | 5 | 0.1 | -1 | 2 | -1 | 2 | 4 | 29
Cc1cc(F)ccc1Oc1cc(NN2CCCCC2)c([N+](=O)[O-])cc1[N+](=O)[O-] | 5 | -16 | -1 | -0.4 | 5 | 39 | 0 | 2 | 9 | 19
Cc1nc(N2CCN(c3ccccn3)CC2)c2c(C)c(C(=O)Nc3ccc(Cl)cc3)sc2n1 | 3 | -30 | -13 | 0.0 | 3 | 27 | -4 | 4 | 49 | 38
CCOC(=O)c1c(/N=C/N(C)C)sc2c1CCC2 | -12 | -1 | 0 | -0.3 | 17 | 14 | -4 | -8 | 1 | -1
Cc1cccc2c(SCC(=O)NCC3CCCO3)nc(-c3ccc(F)cc3)nc12 (configuration not stated) | -7 | -6 | -7 | -0.4 | 3 | -13 | 1 | -10 | -8 | 23
COC(=O)c1nnn(CC(=O)Nc2cccc(Cl)c2)c1C(=O)OC | -2 | -15 | -1 | 0.7 | -1 | 2 | -5 | -5 | -2 | 2
CCn1cc(CNC(=O)CC2C(=O)NCCN2CC(c2ccccc2)c2ccccc2)cn1 (configuration not stated) | 8 | 10 | 2 | -0.9 | -8 | -33 | 3 | 10 | 2 | -11
CSc1nsc(SC)c1NC(=O)OCC1CCCO1 (configuration not stated) | -3 | -15 | 0 | -0.5 | -7 | 0 | 7 | -2 | -2 | 17
CC(=O)c1ccccc1C(=O)N1CCCC(CNC(=O)c2ccccc2Cl)C1 (configuration not stated) | -1 | -25 | -4 | 0.6 | 0 | -19 | -5 | 8 | -1 | 4
CC(=O)Nc1ccc(C2C(=O)c3ccccc3C2=O)cc1 | 0 | -12 | -2 | -0.1 | 4 | -1 | -1 | 7 | 51* | 11
COc1ccc(-n2cc(CNCC3CC(=O)N(C4CC4)C3)c(-c3ccccc3Cl)n2)cc1 (configuration not stated) | 14 | -13 | -6 | -0.2 | 4 | -10 | 4 | -13 | -6 | 16
CC(=O)N(Cc1cc(=O)[nH]c2ccccc12)c1ccc(C)cc1C | -10 | -14 | -1 | 0.0 | 3 | 29 | -2 | -6 | 0 | 26
NC(=O)NCCc1ccccc1 | 1 | 7 | -2 | 0.2 | -1 | 13 | 2 | -6 | -1 | 21
Cc1ccc(-c2noc(CCC(=O)Nc3cccc(C#N)c3)n2)cc1 | 13 | 10 | -2 | 0.7 | -4 | -13 | 0 | 15 | -8 | 18
COn1c(=O)c(-c2ccc(C)cc2)[n+]([O-])c2ccccc21 | -3 | -3 | -2 | 0.3 | -1 | -1 | -1 | 18 | -5 | 14
CCOc1ccc(OCCC(=O)Nc2ccc(F)cc2C)cc1 | 0 | -2 | 2 | -0.3 | -9 | 2 | -4 | -9 | 8 | 14
Cc1ccc(/C=N/c2sc3c(c2C#N)CCC3)o1 | 13 | -10 | -3 | 0.0 | 10 | 17 | 2 | 30 | 1 | 7
COc1cc(C(CCN2CCOCC2)c2c(OC)cc(OC)c3c2OC(=O)CC3c2ccc(N(C)C)cc2)cc(OC)c1OC (configuration not stated) | 1 | x | x | -0.2 | 5 | 23 | x | 9 | 0 | 11

This is a random part of the collection; 6% or so of the library scored in one or more.
